Compound activity from PubChem.
FN deposit inh = fibronectin deposition inhibition | AH1F fibroblasts, Alexa488-fibronectin deposition fluorescence, overnight | inhibition, % at 12.6 µM | actives 0.086% (n = 350,000) | AID 743247;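 active = mean inhibition across replicates of 30% or more, regardless of how many single replicates reach that level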;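 note: positive control wells lacked labelled fibronectin entirely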
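Assay system: AH1F fibroblast monolayer, labelled fibronectin deposition. Amount: 10000 cells per well. Also added: labelled fibronectin 24 nM. Compound: single-point pinned compound. Incubation: cell attachment 1 h, compound and FN exposure overnight. Detection: fluorescence after three HBSS washes, excitation 485 nm, emission 525 nm. Read-out: inhibition of fibronectin deposition signal.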
Numbers without * were called inactive; & = joins results of further samples. Some of the compounds tested. The share of hits here may be higher or lower than overall.

> CC(=O)Nc1ccc2c(c1)C(=O)N(C)C[C@@H](C)[C@@H](CN(C)C)O2
- FN deposit inh: -1

> O=C1N[C@H](c2ccccc2)COCc2cn(nn2)CC[C@@H](Cc2ccc(C(F)(F)F)cc2)C(=O)N[C@H](c2ccccc2)COCc2cn(nn2)CC[C@H]1Cc1ccc(C(F)(F)F)cc1
- FN deposit inh: -2

> C[C@@H]1CN(C)C(=O)c2cc(N)ccc2O[C@H]1CN(C)C
- FN deposit inh: 3

> CO[C@@H](C(=O)N(C)C[C@@H]1OCc2ccccc2-c2c(n(C)c3ccccc23)C(=O)N([C@@H](C)CO)C[C@H]1C)c1ccccc1
- FN deposit inh: 3

> C[C@@H]1CN([C@H](C)CO)C(=O)c2ccccc2-c2ccccc2CO[C@@H]1CN(C)Cc1ccc2c(c1)OCO2
- FN deposit inh: 0

> CC(C)NC(=O)Nc1cccc2c1O[C@@H](CN(C)C(=O)OC(C)(C)C)[C@@H](C)CN(C)C2=O
- FN deposit inh: -1

> CC[C@H]1CC=CC[C@H](C)Oc2ccccc2C(=O)N(C)[C@H](C(C)C)C(=O)N1 (mixture of isomers)
- FN deposit inh: -8

> Cc1noc(C)c1NC(=O)N1C[C@@H](O)COC[C@@H]2O[C@H](CC(=O)N[C@@H]3CCN(Cc4ccccc4)C3)CC[C@H]21
- FN deposit inh: 10

> COc1ccc2c3c(n(C)c2c1)[C@@H](CO)N(Cc1ccccc1)CC31CN(CC2CC2)C1
- FN deposit inh: -4

> C[C@@H]1CN(C)C(=O)Cc2cc(N(C)C)ccc2O[C@@H]1CN(C)C
- FN deposit inh: -5

> O=C(Nc1nc(-c2ccncc2)cs1)c1ccc(S(=O)(=O)N2CCOCC2)cc1
- FN deposit inh: 4

> COc1ccc(-n2ncc3c(SCC(=O)N4CCN(c5ccccc5OC)CC4)ncnc32)cc1
- FN deposit inh: -1

> CC(=O)N(C)C[C@@H]1Oc2ccc(N)cc2C(=O)N(C)C[C@H]1C
- FN deposit inh: -2

> O=C1N[C@@H](c2ccccc2)COCc2cnnn2CC[C@@H]1Cc1ccc(C(F)(F)F)cc1
- FN deposit inh: -7

> CC(=O)Nc1cccc2c1O[C@@H](CN(C)C(=O)OC(C)(C)C)[C@H](C)CN(C)C2=O
- FN deposit inh: 2

> CC(C)NC(=O)N1[C@@H]2CN(CC(F)(F)F)C[C@H]1C2c1ccccc1 (stereo partly drawn)
- FN deposit inh: -14&3

> CCOC(Cn1c(CCCO)nc2ccccc21)OCC
- FN deposit inh: 2

> CC(C)[C@H]1CCc2cnnn2COC[C@@H](c2ccccc2)NC1=O
- FN deposit inh: 0

> C[C@H]1CN(C)C(=O)Cc2ccccc2O[C@@H]1CN(C)C(=O)OC(C)(C)C
- FN deposit inh: -88

> O=C(O)C[C@H]1C=C[C@@H](NC(=O)Nc2cc(F)ccc2F)[C@@H](CO)O1
- FN deposit inh: -10

> CCOc1ccc(C(=O)N(CN2CCCC2=O)c2ccc(C)cc2)cc1
- FN deposit inh: -4

> C[C@H]1COCc2cn(nn2)CC[C@@H](Cc2ccccc2)C(=O)N1
- FN deposit inh: -2

> COCC(=O)Nc1ccc2c(c1)OC[C@H](C)N(Cc1cccnc1)C[C@H](C)[C@@H](OC)CN(C)C2=O
- FN deposit inh: 9

> c1coc(-c2nc3nc4ccccc4nc3n2CC2CCCO2)c1 (stereo not drawn)
- FN deposit inh: 5

> COCc1cc(=O)[nH]c(Nc2nc(C)c3ccccc3n2)n1
- FN deposit inh: -15

Structures from the list above containing sulfur:
> O=C(Nc1nc(-c2ccncc2)cs1)c1ccc(S(=O)(=O)N2CCOCC2)cc1
- FN deposit inh: 4

> COc1ccc(-n2ncc3c(SCC(=O)N4CCN(c5ccccc5OC)CC4)ncnc32)cc1
- FN deposit inh: -1

6 of these compounds, set out differently.
| SMILES | FN deposit inh |
| --- | --- |
| CO[C@@H](C(=O)N(C)C[C@@H]1OCc2ccccc2-c2c(n(C)c3ccccc23)C(=O)N([C@@H](C)CO)C[C@H]1C)c1ccccc1 | 3 |
| C[C@@H]1CN([C@H](C)CO)C(=O)c2ccccc2-c2ccccc2CO[C@@H]1CN(C)Cc1ccc2c(c1)OCO2 | 0 |
| CC(C)NC(=O)Nc1cccc2c1O[C@@H](CN(C)C(=O)OC(C)(C)C)[C@@H](C)CN(C)C2=O | -1 |
| CC[C@H]1CC=CC[C@H](C)Oc2ccccc2C(=O)N(C)[C@H](C(C)C)C(=O)N1 (mixture of isomers) | -8 |
| Cc1noc(C)c1NC(=O)N1C[C@@H](O)COC[C@@H]2O[C@H](CC(=O)N[C@@H]3CCN(Cc4ccccc4)C3)CC[C@H]21 | 10 |
| COc1ccc2c3c(n(C)c2c1)[C@@H](CO)N(Cc1ccccc1)CC31CN(CC2CC2)C1 | -4 |

The results go on:
> C[C@@H]1CN(C)C(=O)c2cccc(NS(C)(=O)=O)c2O[C@H]1CN(C)S(C)(=O)=O
- FN deposit inh: -4

> CCOc1ccc(C2C(C(=O)C3CC3)N3C=C(C#N)C=CC3C2(C#N)C#N)cc1 (stereo not drawn)
- FN deposit inh: 1

> C[C@@H]1CN(C)C(=O)Cc2cc(N(C)C)ccc2O[C@H]1CN(C)S(C)(=O)=O
- FN deposit inh: -26

> CCCC#Cc1ccc2c(c1)[C@@H]1[C@@H](CCN1C(=O)C1CC1)[C@@H](CO)N2
- FN deposit inh: -2

> Cc1noc(C)c1NC(=O)N(C)C[C@H]1OCc2ccccc2-c2ccccc2C(=O)N([C@@H](C)CO)C[C@H]1C
- FN deposit inh: -12

> C=C(C)C[C@@H]1CCn2cc(nn2)COCCNC1=O
- FN deposit inh: -26

> CC(C)CN(C[C@H]1N[C@@H](CO)[C@@H]1c1ccc(-c2cncnc2)cc1)C(=O)C1CC1
- FN deposit inh: -4

> C[C@H]1CN(C)C(=O)c2ccccc2O[C@H]1CN(C)S(C)(=O)=O
- FN deposit inh: -4

> C[C@H]1CN(C)C(=O)Cc2cc(N)ccc2O[C@H]1CN(C)S(C)(=O)=O
- FN deposit inh: -18

> O=C1NCCCOCc2cn(nn2)CC[C@@H]1Cc1ccc(-c2ccccc2)cc1
- FN deposit inh: 1

> CC(=O)N1C2CN(CC(F)(F)F)CC1C2c1ccc(Br)cc1 (stereo not drawn)
- FN deposit inh: -2

> CC(C)NC(=O)N(C)C[C@H]1Oc2ccc(NS(C)(=O)=O)cc2CC(=O)N(C)C[C@@H]1C
- FN deposit inh: 10

> C=CCN1CCN(Cc2cnc(Cl)s2)CC1
- FN deposit inh: -5

> CC(C)[C@@H]1C(=O)NCCC=CC[C@H](C)Oc2ccccc2C(=O)N1C (mixture of isomers)
- FN deposit inh: 3

> Cc1cc(NC(=O)CSc2nc3ccccc3c(=O)n2Cc2ccc(F)cc2)no1
- FN deposit inh: -15

> O=S(=O)(Cc1ccccc1)N1[C@@H]2CNC[C@H]1C2c1ccc(/C=C/c2ccccc2)cc1 (stereo partly drawn)
- FN deposit inh: -5

> C[C@H]1CN(C)C(=O)Cc2ccccc2O[C@H]1CN(C)C
- FN deposit inh: -11

> CNC[C@@H]1Oc2ncccc2C(=O)N(C)C[C@H]1C
- FN deposit inh: 3

> O=C(N[C@H]1CC[C@H](CCn2cc(C3CCCC3)nn2)O[C@H]1CO)c1cccnc1
- FN deposit inh: 1

> C[C@@H]1CC=CCCNC(=O)[C@@H](Cc2ccccc2)N(C)C(=O)c2ccccc2O1 (mixture of isomers)
- FN deposit inh: 2

> COC(=O)C[C@H]1C[C@H]2c3cc(NC(=O)Nc4ccc(OC)cc4)ccc3O[C@H]2[C@@H](CO)O1
- FN deposit inh: -3

> CS(=O)(=O)N1C2CN(CC3CC3)CC1C2c1ccc(Br)cc1 (stereo not drawn)
- FN deposit inh: -6

> CCN(CC)S(=O)(=O)c1ccc(Nc2ccc(-c3ccc4c(c3)OCCO4)nn2)cc1
- FN deposit inh: -4

> CC1C=NC(S(=O)(=O)N2CC[C@@H]3[C@H](CO)N(C)c4ccc(C#Cc5ccccc5)cc4[C@@H]32)=N1 (stereo partly drawn)
- FN deposit inh: -14

> CC(=O)Nc1cccc2c1O[C@@H](CN(C)C(=O)NC(C)C)[C@H](C)CN(C)C2=O
- FN deposit inh: -13

> CC(C)NC(=O)Nc1ccc2c(c1)CC(=O)N(C)C[C@@H](C)[C@@H](CN(C)C(=O)OC(C)(C)C)O2
- FN deposit inh: -1

> CNC[C@H]1Oc2c(NC(C)=O)cccc2C(=O)N(C)C[C@@H]1C
- FN deposit inh: 10

> CC(C)NC(=O)N(C)C[C@H]1Oc2c(NS(C)(=O)=O)cccc2C(=O)N(C)C[C@@H]1C
- FN deposit inh: -6

> CC(C)[C@H]1COCc2cn(nn2)CCC[C@H](C)C(=O)N1
- FN deposit inh: 4

> C[C@@H]1CN(C)C(=O)c2cc(N(C)C)ccc2O[C@@H]1CN(C)C(=O)OC(C)(C)C
- FN deposit inh: -5

> COCCSc1ccccc1C(=O)NCCCn1ccnc1
- FN deposit inh: 0

> CC(C)NC(=O)N1C2CN(CC(F)(F)F)CC1C2c1ccc(Br)cc1 (stereo not drawn)
- FN deposit inh: -9

> CC(=O)N(C)C[C@@H]1Oc2c(NC(=O)NC(C)C)cccc2C(=O)N(C)C[C@H]1C
- FN deposit inh: 0

> COc1ccc(C[C@H]2CCn3nncc3COCCCNC2=O)cc1
- FN deposit inh: -3

> CCOC(=O)c1cccc(NC(=O)CCS(=O)(=O)c2cccc3nsnc23)c1
- FN deposit inh: 3

> COC(=O)c1sc(NC(=O)c2cc3c(s2)CCCC3)nc1C
- FN deposit inh: -7

> CNC[C@@H]1Oc2ccccc2C(=O)N(C)C[C@@H]1C
- FN deposit inh: -3

> O=C1C[C@@H](c2ccccc2)C(=O)N[C@H](c2ccccc2)C/C=C\C[C@H](c2ccccc2)N1
- FN deposit inh: -7

> C[C@H](CO)N1C[C@H](C)[C@@H](CN(C)S(=O)(=O)c2cccc(C#N)c2)OCc2ccccc2-c2ccccc2C1=O
- FN deposit inh: -8

> Cc1cc(C)n(-c2nnc(SCC(=O)NC3CCCC3)c3ccccc23)n1
- FN deposit inh: 0

> O=c1oc(-c2cccs2)nc2c1cnn2-c1ccccc1
- FN deposit inh: -12

> CC(=O)N1[C@@H]2CN(CC3CC3)C[C@H]1C2c1ccc(Br)cc1 (stereo partly drawn)
- FN deposit inh: -14

> C[C@@H]1CN([C@@H](C)CO)C(=O)c2ccccc2-c2ccccc2CO[C@@H]1CN(C)Cc1ccc(F)cc1
- FN deposit inh: -1

> C[C@@H]1CN([C@@H](C)CO)C(=O)c2ccccc2-c2ccccc2CO[C@@H]1CN(C)Cc1ccccc1
- FN deposit inh: -15

> Fc1ccc(CN2[C@@H]3CN(CC(F)(F)F)C[C@H]2C3c2ccc(Br)cc2)cc1 (stereo partly drawn)
- FN deposit inh: -12

> CC(C)(C)S(=O)N1Cc2cc(C(=O)O)nc(-c3cccc(C#CCC4CCCC4)c3)c2[C@@H]1CCO (stereo partly drawn)
- FN deposit inh: 1

> CN(C)CC(=O)Nc1ccc2c(c1)C(=O)N(C)[C@H]1CC[C@H](CC(=O)Nc3cccc(Cl)c3)O[C@@H]1CO2
- FN deposit inh: -5

> C[C@H]1CN(C)C(=O)c2cc(N(C)C)ccc2O[C@@H]1CN(C)C
- FN deposit inh: -14

> Cn1c(=O)c2c(nc(N3CCOCC3)n2CCCNC2=NCCCCC2)n(C)c1=O
- FN deposit inh: -19

> CCC(=O)N1C[C@@H](C)[C@@H](OC)CN(C)C(=O)c2cc(NC(=O)NC3CCCC3)ccc2OC[C@@H]1C
- FN deposit inh: -4

> C[C@H]1CN(C)C(=O)c2cc(NS(C)(=O)=O)ccc2O[C@H]1CN(C)S(C)(=O)=O
- FN deposit inh: -25

> CCCn1c(=O)c2ccccc2n2c(SCC(=O)c3cc(C)n(CCOC)c3C)nnc12
- FN deposit inh: -19

> C[C@H]1CN([C@@H](C)CO)C(=O)c2ccccc2-c2ccccc2CO[C@@H]1CN(C)C(=O)Nc1ccc(F)cc1
- FN deposit inh: 12

> COc1ccc(C[C@@H]2CCn3nncc3COC[C@H](CC(C)C)NC2=O)cc1
- FN deposit inh: -18

> Cn1cc(/C=C2/SC(=O)N(CC(=O)Nc3ccc4c(c3)OCO4)C2=O)c2ccccc21
- FN deposit inh: -2

In the list so far, these have a COOH group.
> O=C(O)C[C@H]1C=C[C@@H](NC(=O)Nc2cc(F)ccc2F)[C@@H](CO)O1
- FN deposit inh: -10

> CC(C)(C)S(=O)N1Cc2cc(C(=O)O)nc(-c3cccc(C#CCC4CCCC4)c3)c2[C@@H]1CCO (stereo partly drawn)
- FN deposit inh: 1
